hERG WT inh: KCNH2 (human, wildtype) channel inhibition | Q12809 | U2OS, BacMam KCNH2, thallium flux FluxOr; active compounds read low | activity change, % at 1.84 µM | 340,000 tested, 0.37% active | AID 720551;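 active = maximum activity change below -70%; inconclusive = maximum activity change between -70% and -50%; inactive = maximum activity change above -50%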; also: % is scaled to controls: 0 for no effect and ±100 for the full control effect
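U2OS cells transduced with wild-type KCNH2 virus are loaded with FluxOr dye for 45 min, and thallium flux is measured in kinetic reads before and after stimulation buffer. Rate constants are normalized to DMSO controls.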
Eya2 phos inh: blocks the phosphatase activity of human Eya2. AID 488837. Potency, µM (top dose mostly 76.9 µM), inactives show at the highest dose activity, negative = inhibition, most hits filed as inhibitors. O00167. 330,000 tested, 0.006% active. recombinant Eya2, OMFP fluorescence dephosphorylation (OMFP is methylfluorescein phosphate); also: potency is read from the fitted curve at half-maximal effect; % is scaled to controls: 0 for no effect and ±100 for the full control effect
Target sequence (O00167 whole entry, looked up): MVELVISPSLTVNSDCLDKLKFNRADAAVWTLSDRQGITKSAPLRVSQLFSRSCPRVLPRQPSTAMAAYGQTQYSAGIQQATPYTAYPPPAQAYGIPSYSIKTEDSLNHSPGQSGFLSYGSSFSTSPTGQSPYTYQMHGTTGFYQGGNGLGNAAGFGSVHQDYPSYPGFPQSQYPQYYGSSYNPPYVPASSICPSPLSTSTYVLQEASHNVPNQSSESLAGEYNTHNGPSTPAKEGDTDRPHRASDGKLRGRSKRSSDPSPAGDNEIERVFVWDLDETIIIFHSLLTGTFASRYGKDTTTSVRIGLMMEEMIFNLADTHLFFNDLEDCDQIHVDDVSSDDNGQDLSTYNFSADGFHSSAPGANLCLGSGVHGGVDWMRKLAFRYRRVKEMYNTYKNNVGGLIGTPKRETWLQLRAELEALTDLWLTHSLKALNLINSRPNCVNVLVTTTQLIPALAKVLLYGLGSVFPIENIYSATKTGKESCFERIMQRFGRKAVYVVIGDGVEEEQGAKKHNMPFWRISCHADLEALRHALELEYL
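Eya2 (0.2 uM) preincubated 10 min at ambient with compound, then OMFP substrate added at 50 uM; 10 min reaction in 50 mM HEPES pH 7.5, 50 mM NaCl, 5 uM MgCl2, 0.05% BSA, 1 mM DTT. Fluorescence read at Ex 485/Em 525 nm.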
S-ASM inh: human S-ASM enzyme inhibition | placental ASM, HMU-PC fluorogenic substrate, 60 min | 340,000 tested, 0.006% active | Potency, µM (top dose mostly 57.5 µM), for inactives: at the highest dose activity change, negative = inhibition, usual class: inhibitors; also: potency is read from the fitted curve at half-maximal effect
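Fluorescence read-out (Ex 386 nm, Em 447 nm) after stopping the reaction at pH 10. Enzyme: ASM from human placenta; substrate HMU-PC0, 9 uM final; 60 min, 37 °C. Compound preincubation 10 min, ambient temperature.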
Menin MLL FP TR: inhibitors of human menin-MLL interaction, mutant MLL peptide; O00255; Menin + Texas Red MLL mutant peptide, fluorescence polarization; 270,000 tested, 0.23% active; AID 1768; Potency, µM (series often up to 61.6 µM), without a hit: top-dose FP activity change, negative = inhibition, hits mostly inhibitors; active = well fitted inhibition curve with a large enough effect in the polarisation, with a control signal flat, not every such curve was filed as active; inconclusive = small, poorly fitted or top-dose-only effect, or effect the other way, or a change in a side signal; inactive = no such curve, though single readings can be large or run the other way; the % refers to the polarisation; also: potency is read from the fitted curve at half-maximal effect; % of control where 0% means no effect; many of its hits are not listed in these tables
Target sequence (O00255 whole entry, looked up): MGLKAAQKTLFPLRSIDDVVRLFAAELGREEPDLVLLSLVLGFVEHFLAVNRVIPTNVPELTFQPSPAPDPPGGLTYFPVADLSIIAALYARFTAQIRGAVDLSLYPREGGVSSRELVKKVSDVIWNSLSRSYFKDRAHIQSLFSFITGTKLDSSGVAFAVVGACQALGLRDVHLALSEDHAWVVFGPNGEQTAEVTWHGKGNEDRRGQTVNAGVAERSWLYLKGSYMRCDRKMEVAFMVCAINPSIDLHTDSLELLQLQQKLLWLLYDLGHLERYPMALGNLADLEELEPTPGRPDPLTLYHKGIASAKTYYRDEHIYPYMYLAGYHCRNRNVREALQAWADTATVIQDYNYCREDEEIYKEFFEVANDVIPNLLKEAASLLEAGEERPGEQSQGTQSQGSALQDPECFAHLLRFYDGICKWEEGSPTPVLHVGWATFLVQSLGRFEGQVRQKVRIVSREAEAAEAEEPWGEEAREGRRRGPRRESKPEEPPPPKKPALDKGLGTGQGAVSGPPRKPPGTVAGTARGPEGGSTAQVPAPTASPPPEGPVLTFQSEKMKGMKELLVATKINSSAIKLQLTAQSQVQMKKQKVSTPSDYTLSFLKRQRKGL
GALK inhibitor: galactokinase (human) inhibition. P51570. Purified GALK, Kinase-Glo residual ATP luminescence. Potency, µM (highest dose often 57.5 µM), inactives show at the highest dose activity change, negative = inhibition, usual class: inhibitors. 270,000 tested, 0.007% active. AID 1868; also: potency is read from the fitted curve at half-maximal effect; % is scaled to controls: 0 for no effect and ±100 for the full control effect
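Human GALK (5 nM) with 35 uM ATP and 100 uM galactose in 20 mM HEPES pH 8.0, 5 mM MgCl2, 60 mM NaCl, 1 mM DTT, 0.01% BSA. After 1 h at room temperature, leftover ATP was read by Kinase-Glo Plus luminescence.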
PKM2 activator: PKM2 (human) enzyme activation. P14618. purified PKM2, Kinase-Glo ATP luminescence, activation; response scale: 0% is enzyme alone, no compound. Potency, µM (top dose mostly 57.5 µM), for inactives: at the top dose activation, usual class: activators. 260,000 tested, 0.34% active; also: potency is read from the fitted curve at half-maximal effect; % is scaled to controls: 0 for no effect and ±100 for the full control effect; nearly all actives have a fitted effect of over 55% in size
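hPK-M2, >95% pure; 0.1 mM ADP / 0.5 mM PEP final; imidazole pH7.2 buffer w/ 7 mM MgCl2, 50 mM KCl; 1 h RT; Kinase-Glo lum. Intermediate enzyme activity for dual inhibitor/activator qHTS.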
USP2a inh: USP2a (human) protease inhibition; 330,000 tested, 0.01% active; AID 463254; USP2 core, Ub-CHOP2 coupled fluorogenic reporter, 485/531; Potency, µM (titrated, usually from 38.3 µM), for the others: at the highest dose activity change, negative = inhibition, most hits filed as inhibitors; O75604;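 also: potency is read from the fitted curve at half-maximal effect; plate controls were DMSO wells for no effect and full inhibition by NEM control for full effect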
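Cell-free coupled assay: 10nM USP2 core preincubated 30min RT with compound in Tris-HCl pH 8.0/CaCl2/CHAPS buffer, then 25nM Ub-CHOP2 and 25nM reporter substrate; fluorescence (Ex 485/Em 531) read after 60min RT, normalized to NEM inhibition, concentration-response curves fitted.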
Mito fusion act: blocks mitochondrial division or promotes mitochondrial fusion; Potency, µM (titrated, usually from 46.1 µM), inactives show at the top dose growth rescue (activation), most hits filed as activators; AID 485298; S. cerevisiae fusion-defective mutant growth rescue, CellTiterGlo 48 h; 320,000 tested, 0.23% active;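 also: potency is read from the fitted curve at half-maximal effect; % of control where 0% means no effect; nearly all actives have a fitted effect of over 45% in size; temperature-sensitive fusion mutants such as fzo1-1 at 37 °C on non-fermentable ethanol glycerol medium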
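Read-out: ATP-based luminescence (CellTiterGlo, 10 min ambient) reporting growth of fusion-defective ts yeast after 48 hours at 37C on glycerol/ethanol YPEG medium in the presence of compound.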
TSHR antag: antagonists of human thyroid stimulating hormone receptor; TSHR-expressing cells, TSH-stimulated cAMP HTRF, 2 h; active compounds read low; P16473; activity change, negative = inhibition, % at 11.5 µM; 330,000 tested, 0.2% active; AID 504810;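 active = activity change below a set negative limit, meaning inhibition stronger than a set level, cut at about -70% in these data; inconclusive = activity change between two set negative limits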; also: % is scaled to controls: 0 for no effect and ±100 for the full control effect
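Freshly harvested TSHR cells receive pin-tooled compound, then EC80 TSH at 4nM final. After 2 hours at 37 deg C, antibody in lysis buffer and cAMP-d2 are added; 30 minutes at ambient temperature precede the HTRF read.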
MBNL1-CUG inh: MBNL1-poly(CUG) RNA binding inhibition | Q9NR56 | 280,000 tested, 0.036% active | TR-FRET MBNL1-His/biotin-(CUG)12 binding, 665/545 ratio | AID 2675 | Potency, µM (highest dose often 57.5 µM), without a hit: at the top dose activity change, negative = inhibition, hits mostly inhibitors; active = well fitted inhibition curve with a large enough effect in the signal ratio, with a control signal flat, not every such curve was filed as active; inconclusive = small, poorly fitted or top-dose-only effect, or effect the other way, or a change in a side signal; inactive = no such curve, though single readings can be large or run the other way; the % refers to the signal ratio; also: potency is read from the fitted curve at half-maximal effect; % is scaled to controls: 0 for no effect and ±100 for the full control effect
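TR-FRET between His-tagged MBNL1 and biotin-(CUG)12 RNA, detected with Tb anti-His antibody (0.055 ng/ul) and streptavidin-XL665 (5 nM), 60 min at room temperature. Compounds titrated 92 nM to 58 uM; 665/545 nm ratio normalized to buffer and complex controls.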
Chronic BCR inh: inhibitors of chronic active B-cell receptor signaling; Potency, µM (series often up to 46.1 µM), without a hit: at the highest dose ratio change, negative = lower green/red ratio, actives largely listed as inhibitors; AID 493014; ABC-DLBCL IkBa-CBG/CBR reporter, luminescence ratio, 4 h; 340,000 tested, 0.05% active; active = well fitted inhibition curve with a large enough effect in the signal ratio, with a control signal flat, not every such curve was filed as active; inconclusive = small, poorly fitted or top-dose-only effect, or effect the other way, or a change in a side signal; the % refers to the signal ratio;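 also: potency is read from the fitted curve at half-maximal effect; plate controls were basal doxycycline-induced cells for no effect and cells given 10 µM MG132 for full effect; MG132 reads +100%, hits lower the ratio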
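Compounds up to 46 uM were incubated four hours with TMD8 cells whose green CBG68 luciferase is fused to IkappaBalpha; red CBR luminescence normalised the signal, and concentration-effect curves were fitted to fusion, red and ratio data.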
An asterisk follows results filed as active; ? = inconclusive; . = not tested or not shown; [ ] = another dose, or the depositor's remark. Unless noted, calls follow the shape of the dose curve; as a rule, active = well fitted curve in the direction sought with a large enough effect; inconclusive = small, poorly fitted or top-dose-only effect, or another doubt; inactive = no such curve, though single readings can be large; an effect the other way counts as inactive or inconclusive. An excerpt, so the mix of outcomes need not match the whole.

SMILES | hERG WT inh | Eya2 phos inh | S-ASM inh | Menin MLL FP TR | GALK inhibitor | PKM2 activator | USP2a inh | Mito fusion act | TSHR antag | MBNL1-CUG inh | Chronic BCR inh
C[C@H](OC(=O)N1CCN(C(c2ccccc2)c2ccccc2)CC1)[C@@H]1O[C@@]2(C)CCC[C@H]1O2 | 1 | -28% | -5% | . | . | . | 2% | 21% | 1 | . | 2%
Cc1ccc(C(=O)N2CCN(c3ncc(C(F)(F)F)cc3Cl)CC2)s1 | 1 | 7% | 3% | . | -5% | 4% | 6% | 2% | -1 | -4% | -5%
CCCc1nc2sc3c(c2c(=O)n1NC(=O)c1ccco1)CC(C)(C)OC3 | 3 | 4% | 2% | 6% | . | 2% | 4% | 24% | 4 | 1%[11.5 µM] | 4%
OC(CN1CCCCCC1)CN(c1ccccc1)c1ccccc1 (stereo unspecified) | 51 | -22% | 0% | ? | 0% | 0% | 0% | -6% | -14 | 0% | -7%
N#Cc1ccsc1NC(=O)COC(=O)c1ccc(NC(N)=O)cc1 | 2 | 0% | 0% | ? | 0% | 4% | 3% | -1% | -1 | -2% | 3%
CN1CCN(CCC(=O)Nc2ccccc2)CC1 | 5 | 3% | 2% | 1% | 7% | -6%[11.5 µM] | 1% | 1% | 7 | -1% | 3%
CCOc1c(C)cnc2c1c(=O)n(Cc1ccccc1Cl)c(=O)n2C | -6 | -6% | -4% | 11% | 11% | 4% | 1% | 30% | 0 | -3% | 4%
Cc1occc1-c1nnc(SCCCC(=O)c2ccc(F)cc2)n1C | 1 | -7% | 1% | -10% | -2% | 25µM* | -7% | -1% | -1 | -15% | -2%
COc1ccc(C(=O)OC(C)CN2CCOCC2)cc1OC (stereo unspecified) | -1 | 0% | 4% | 7% | 6% | 1% | -1% | 1% | -6 | 41%[activator] | ?
Cc1cc(C)nc(SCc2nnc(SCC(=O)Nc3ncc(C)s3)n2Cc2ccco2)n1 | 18 | -5% | -5% | -17% | 0% | 13% | -2% | -1% | 4 | -16% | ?
COCCN(C(=O)c1c(C)noc1C)c1c(N)n(CC(C)C)c(=O)[nH]c1=O | -5 | -13% | 7% | . | . | . | 0% | -2% | 4 | . | 1%
COc1ccc(CN2CCCC(CO)(Cc3ccc(F)cc3)C2)c(OC)c1OC (stereo unspecified) | 7 | -22% | 6% | -12% | 3% | -4% | 0% | -6% | 8 | -8% | -9%
COc1cccc2oc3ccc(C#CC4(N)CCCCC4)cc3c(=O)c12 | 1 | -2% | 172%[activator] | ? | . | 0% | 0% | -4% | 13 | -7% | ?
O=[N+]([O-])c1ccc(Cl)c(-c2ccc(/C=N/c3c(-c4ccco4)nc4ccccn34)o2)c1 | 5 | 13% | 16% | . | -2% | 8% | 0% | -8% | -4 | ? | ?
O=C(NCC1CCCO1)c1ccccc1 (stereo unspecified) | 6 | . | 3% | 0% | 0% | -14% | . | -3% | . | 3% | .
Cc1cccc(C)c1NC(=O)CNCC(=O)Nc1c(C)cccc1C | -4 | -11% | 19% | -16% | 1% | . | -1% | 0% | 0 | -4% | 0%
CC(=O)c1ccc(Nc2nc(C)cc(C)n2)cc1 | -8 | -1% | 5% | -6% | -1% | 0% | 3% | 0% | -7 | 33%[activator] | -1%
Cc1ccc(C)c(-c2cc(C(=O)Nc3cccc(C(=O)O)c3)c3ccccc3n2)c1 | -3 | 8% | 6% | 9% | 5% | 0% | 3% | -2% | 4 | -2% | 5%
CC(=O)Nc1ccc(-n2cc(-c3ccccc3)[nH]c2=S)cc1 | -18 | -13% | -5% | -6% | 10% | -13% | -10% | -5% | 2 | -3% | 6%
Cc1nn(-c2c(Cl)cc(Cl)cc2Cl)c(=O)c2ccccc12 | 1 | -4% | -2% | ? | 3% | 23% | 1% | 18% | 3 | -18% | 6%
CC(C)(O)CC[C@@H](O)[C@](C)(O)C1CC[C@@]2(O)C3=CC(=O)[C@]4(O)C[C@@H](O)[C@@H](O)C[C@]4(C)C3CC[C@]12C (stereo partly specified) | -17 | 5% | 0% | . | . | . | -2% | 3% | -6 | . | ?
CC1Oc2ccccc2N(CC(=O)NCCN2CCOCC2)C1=O (stereo unspecified) | -12 | -2% | 4% | 1% | 1% | 2% | 0% | -1% | 5 | 0% | 3%
Cc1cccnc1NC(=O)CNC(=O)COc1ccccc1 | 4 | 5% | 0% | . | . | . | 0% | 1% | 9 | . | -6%
Cc1ccc(-c2c(C(=O)N/N=C/c3cccc(Cl)c3)nnn2-c2nonc2N)cc1 | -7 | -4% | -1% | 19% | 5% | 3%[0.46 µM] | -7% | 9% | -24 | -4% | ?
NC(=O)c1ccc(Cl)c2ccccc12 | 6 | 16% | -2% | 8% | . | -5% | 3% | -2% | -14 | 4% | 2%
COc1ccc(NC(=O)c2cc(S(=O)(=O)N3CCCC3)ccc2C)cn1 | 20 | 20% | -4% | . | . | . | 2% | -2% | -5 | . | -4%
Cc1ccc(C(=O)OCC(=O)N2CCCc3ccccc32)cc1C | -19 | -2% | -4% | . | . | . | -4% | 0% | 9 | . | -11%
CCOC(=O)C1=NN(c2ccccc2)C2(S1)SC(C(C)=O)=C(C)N2c1ccccc1 (stereo unspecified) | -8 | 9% | -10% | -1% | 0% | 0% | 1% | -1% | -8 | 4% | ?
COc1ccc(S(=O)(=O)Nc2cccc3c2O[C@H](CN(C)C(=O)Nc2c(C)noc2C)[C@@H](C)CN([C@H](C)CO)C3=O)cc1 | 11 | 8% | 1% | . | . | . | -1% | . | -9 | . | 2%
COc1ccc(-c2ccc3nnc(SCC(=O)N4CCCC4)n3n2)cc1 | 2 | 0% | . | . | . | . | 6% | -4% | 3 | . | -22%
COc1ccc(Br)cc1CN(C)C(=O)c1cnc(C)cn1 | -5 | 12% | 1% | ? | -1% | . | 0% | -3% | -4 | -2% | -2%
O=C(Cc1sc(-c2ccccc2)nc1-c1ccccc1)Nc1ccccc1 | -17 | 22% | -11% | . | 1% | 1% | 3% | 0% | 1 | 25% | ?
CC1CC(=O)c2cnc(Nc3ccccc3)nc2C1 (stereo unspecified) | 6 | 0% | 0% | 9% | -3% | -7% | 1% | -1% | 5 | -3% | ?
CCOC(=O)c1c(NC(=O)/C=C/c2ccc3c(c2)OCO3)sc(C)c1CC | 0 | 28% | 34%[activator] | 20% | -2% | 1% | 3% | -4% | 2 | 1% | 0%
CC(=O)c1ccccn1 | 5 | 11% | 2% | . | . | . | 0% | -5% | 31 | . | 5%
COc1cccc(C2=NOC(C(=O)Nc3cc(C)on3)C2)c1 (stereo unspecified) | -8 | 6% | 2% | . | . | -19% | -2% | 0% | 20 | -10% | 2%
Cc1ccc(C)c(N(CC(=O)NC2CCCC2)C(=O)CCCC(=O)Nc2ccccn2)c1 | -4 | -6% | 0% | -1% | 17% | 2% | 1% | -1% | 8 | -8% | 3%
C=C[C@H](Cc1ccccc1)N(Cc1ccccc1)S(=O)(=O)N(Cc1ccccc1)[C@H](C=C)Cc1ccccc1 | 4 | 11% | 4% | . | . | . | 2% | . | 9 | . | -1%
C=CCO/N=C(/CCC)C1=C(N)CC(C)(C)CC1=O | -3 | 7% | 7% | -18% | 5% | -5% | 1% | -4% | 11 | -1% | ?
Nc1ccc(-c2ncc(-c3ccccc3)o2)cc1 | -1 | -12% | 79%[activator][11.5 µM] | ? | -1% | . | -2% | -15% | 5 | 8% | ?
Cc1onc(-c2ccccc2)c1CNC(=O)Nc1ccccc1 | -9 | 3% | 2% | . | 1% | -4% | 2% | -2% | 4 | -4% | -3%
O=C(NCC(O)c1ccc([N+](=O)[O-])cc1)Nc1ccccc1 (stereo unspecified) | 11 | 4% | 3% | 23% | . | . | 1% | -27% | 1 | ? | 0%
CCOc1cc(CN2CCN(S(=O)(=O)Cc3ccccc3)CC2)ccc1OC | 1 | 7% | -1% | 0% | -1% | 0% | 0% | -1% | -10 | -6% | 6%
CCCNC(=O)CC(NS(=O)(=O)c1ccc(OC)cc1)c1ccco1 (stereo unspecified) | -2 | -1% | -3% | -8% | 2% | 0% | -4% | -7% | 19 | -2% | 9%
